Screening results deposited in PubChem by several laboratories.
STEP inh: blocks human striatal-enriched tyrosine phosphatase | P54829 | AID 588621 | recombinant STEP, OMFP fluorogenic substrate, fluorescence | inhibition, % at 20 µM | actives 0.25% (n = 360,000);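 active means inhibition at 20 µM, scaled per plate between control wells, above about 37%, limit read from the data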;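 further: 0% = DMSO with enzyme and substrate and 100% = substrate only without enzyme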
Target sequence (P54829 whole entry, looked up): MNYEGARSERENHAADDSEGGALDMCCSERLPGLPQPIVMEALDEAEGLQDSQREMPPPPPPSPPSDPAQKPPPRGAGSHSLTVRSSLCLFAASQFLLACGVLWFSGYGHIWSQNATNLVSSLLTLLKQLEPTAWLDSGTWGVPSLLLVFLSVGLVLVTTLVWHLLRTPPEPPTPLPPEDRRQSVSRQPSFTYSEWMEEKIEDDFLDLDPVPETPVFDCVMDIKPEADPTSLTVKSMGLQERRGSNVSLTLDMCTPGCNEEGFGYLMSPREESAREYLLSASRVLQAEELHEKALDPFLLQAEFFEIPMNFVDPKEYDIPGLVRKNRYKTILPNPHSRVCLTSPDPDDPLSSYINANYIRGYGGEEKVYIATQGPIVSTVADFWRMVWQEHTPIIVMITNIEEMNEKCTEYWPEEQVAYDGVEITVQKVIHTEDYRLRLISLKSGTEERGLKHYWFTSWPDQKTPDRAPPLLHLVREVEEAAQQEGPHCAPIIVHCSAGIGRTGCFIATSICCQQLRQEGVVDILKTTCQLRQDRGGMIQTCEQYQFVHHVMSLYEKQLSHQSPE
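System: STEP (striatal-enriched tyrosine phosphatase) enzyme, cell-free; medium: Bis-Tris pH 6.0 buffer with DTT, detergent; dosing: 20 µM, 1% DMSO; times: reaction 20 min, ambient temperature; detection: fluorescence, 480/540 nm; read-out basis: normalized % inhibition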
SUMO1 PPI mod: modulators of human SUMO1-mediated protein-protein interactions. SUMO1 binding to a labelled peptide, TR-FRET, 1 h. inhibition, % at 20 µM. AID 602429. actives 0.33% (n = 360,000). P63165; in the data active means inhibition above about 37%
Target sequence (P63165 whole entry, looked up): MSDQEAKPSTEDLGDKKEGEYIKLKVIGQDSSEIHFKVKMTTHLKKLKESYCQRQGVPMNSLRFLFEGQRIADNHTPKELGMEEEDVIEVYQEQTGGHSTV
SKN-1 block: C. elegans SKN-1 inhibition. AID 624304. actives 0.49% (n = 360,000). C. elegans VP596 Pgst-4::GFP/RFP ratio, acrylamide-induced, 24 h. inhibition, % at 21.8 µM;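 active means interference check ratio from 0.5 to 1.5 plus GFP to RFP signal ratio inhibition reaching or exceeding a fixed threshold, cut at about 30% in these data, passing the limit was not always enough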; further: some compounds called inactive have numbers as strong as hits
NadD block: inhibitors of Staphylococcus aureus NadD | purified NadD enzyme, colorimetric absorbance read-out | inhibition, % at 20 µM | actives 0.78% (n = 360,000) | AID 602399; in the data active means inhibition above about 26%; further: some compounds past the cut are filed as inactive
LMPTP block: LMPTP (human) inhibition; recombinant LMPTP-A, OMFP fluorogenic substrate, fluorescence intensity; inhibition, % at 20 µM; actives 0.22% (n = 360,000); AID 651560;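 active means compounds that cut the enzyme signal by at least half of the control window in the single-dose screen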;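 further: plate controls were DMSO wells with enzyme plus substrate for no effect and substrate without enzyme for full effect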
Target sequence (P24666 whole entry, looked up): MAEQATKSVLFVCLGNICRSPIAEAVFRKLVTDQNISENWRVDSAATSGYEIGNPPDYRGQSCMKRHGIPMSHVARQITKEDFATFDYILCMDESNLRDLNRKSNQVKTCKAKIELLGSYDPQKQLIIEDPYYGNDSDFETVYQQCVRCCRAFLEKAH
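Test system: LMPTP-A, protein tyrosine phosphatase of low molecular weight; Input: 0.625 nM enzyme; Incubation: 50 min dark incubation at room temperature; Signal: endpoint fluorescence intensity from OMFP dephosphorylation; Read-out basis: % inhibition versus control wells.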
Neddylation inh: inhibitors of human cullin neddylation. TR-FRET cullin neddylation, biochemical. actives 0.58% (n = 360,000). AID 651699. calls only at 25 µM. P61081+Q13564; in the data active means inhibition above about 36%
CendR NRP1 mod: modulators of CendR peptide binding to human neuropilin-1; O14786; inhibition, % at 25 µM; actives 0.85% (n = 360,000); FAM-RPARPAR peptide binding to NRP-1, fluorescence polarization;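 active means inhibition or corrected inhibition above about 18%, plus a signal ratio from 0.5 to 1.5, limit read from the data, passing the limit was not always enough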; further: strong numbers were not always called active
Scp-1 inhibitor: inhibitors of human Scp-1 phosphatase; Q9GZU7; Recombinant Scp1, phosphopeptide, malachite green phosphate absorbance; inhibition, % at 20 µM; actives 0.88% (n = 340,000);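 active means inhibition above about 50% at 20 µM, limit read from the data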;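 further: plate controls were DMSO wells with enzyme for no effect and wells lacking enzyme for full effect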
Target sequence (Q9GZU7 76-261 limits assumed): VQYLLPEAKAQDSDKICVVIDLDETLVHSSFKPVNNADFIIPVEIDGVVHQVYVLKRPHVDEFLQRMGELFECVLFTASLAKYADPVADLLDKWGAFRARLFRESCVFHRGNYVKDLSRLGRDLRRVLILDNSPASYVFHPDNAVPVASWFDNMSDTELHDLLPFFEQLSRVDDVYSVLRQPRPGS
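Times: enzyme reaction 45 min at room temperature, colour 5 min, stabilisation 30 min. Material: SCP-1 catalytic fragment, aa 76-261. Medium: Acidic Tris acetate buffer with magnesium and detergent. Signal: colorimetric free-phosphate detection, absorbance 630 nm. Read-out basis: % inhibition of SCP-1 phosphate liberation. Reagent: Phosphorylated 17-residue peptide substrate.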
DNMT1 block: DNMT1 (human) enzyme inhibition | P26358 | DNMT1 molecular beacon, Hinp1I cleavage, fluorescence | inhibition (reported as % activation of signal), % at 10 µM | actives 0.83% (n = 360,000); in the data active means inhibition above about 50%
TbMetRS inhib: blocks T. brucei methionyl-tRNA synthetase activity | purified T. brucei MetRS, ATP depletion, Kinase-Glo luminescence | inhibition, % at 11.9 µM | actives 0.4% (n = 360,000);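 active means inhibition above a per-plate cutoff of the control wells' mean inhibition plus 3 SD, cut at about 5.5% in these data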;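 further: 0% = DMSO wells median and 100% = median of wells with control inhibitor compound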
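Material: parasite MetRS enzyme / Replication: singlicate, one well per compound / Signal: luminescence of leftover ATP / Schedule: 2 h aminoacylation at 25 °C after 15 min preincubation / Medium: HEPES-MgCl2-KCl buffer plus DTT, spermine, BSA, pyrophosphatase / Doses: 11.9 µM single point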
* = called active by the depositor; i = inactive; x = not tested or not shown.

Start of the data: the first 2 compounds, to show the layout:
Sequence of screens – STEP inh | SUMO1 PPI mod | SKN-1 block | NadD block | LMPTP block | Neddylation inh | CendR NRP1 mod | Scp-1 inhibitor | DNMT1 block | TbMetRS inhib
> Cc1ccccc1S(=O)(=O)NC(=O)C1(C)CCN1C(=O)C1(c2ccccc2)CCCC1 (centres undefined)
  -1 | 3 | -10 | -6 | -0.6 | i | -4 | x | 6 | -0.2
> Cc1cc([N+](=O)[O-])nn1CCCC(=O)Nc1c(C)n(C)n(-c2ccccc2)c1=O
  2 | 1 | 6 | 2 | -1.2 | i | 6 | -24 | 1 | 1.3

Main list, repeating the preview:
Sequence of screens – STEP inh | SUMO1 PPI mod | SKN-1 block | NadD block | LMPTP block | Neddylation inh | CendR NRP1 mod | Scp-1 inhibitor | DNMT1 block | TbMetRS inhib
> Cc1ccccc1S(=O)(=O)NC(=O)C1(C)CCN1C(=O)C1(c2ccccc2)CCCC1 (centres undefined)
  -1 | 3 | -10 | -6 | -0.6 | i | -4 | x | 6 | -0.2
> Cc1cc([N+](=O)[O-])nn1CCCC(=O)Nc1c(C)n(C)n(-c2ccccc2)c1=O
  2 | 1 | 6 | 2 | -1.2 | i | 6 | -24 | 1 | 1.3
> CCOC(=O)N1CCN(C(=O)C2CCN(CC3CCCCC3)CC2)CC1
  0 | 0 | 2 | -1 | 0.5 | i | 5 | -4 | 5 | 0.2
> COC(=O)CCNCCSc1nnc(-c2ccco2)n1Cc1ccccc1
  1 | -1 | -8 | -1 | -4.6 | i | 3 | -7 | -5 | 0.1
> O=[N+]([O-])c1cccc(S(=O)(=O)N2CCN(S(=O)(=O)N3CCOCC3)CC2)c1
  4 | 8 | 15 | -6 | 2.1 | i | 8 | -2 | -1 | -0.7
> O=C(Cn1cnc2c(nnn2Cc2ccccc2)c1=O)c1ccc(Cl)cc1
  2 | 5 | -8 | 6 | 9.7 | i | 0 | 38 | 8 | -0.1
> Cc1cc(C(=O)COc2cccnc2[N+](=O)[O-])c(C)n1-c1ccccc1F
  5 | -20 | 10 | -8 | -0.6 | i | 0 | -27 | -1 | -0.5
> COC(=O)[C@@]1(C(C)C)N=C(c2cc(OC)c(OC)c(OC)c2)[C@]2(O1)C(=O)N(C)c1ccc(Cl)cc12
  x | 4 | 1 | 2 | 0.1 | i | 0 | x | x | 0.0
> Cn1nc(C(C)(C)C)cc1C(=O)O
  -3 | 2 | 15 | -7 | -2.1 | i | 1 | -5 | -5 | -0.9
> CN(C)c1ccc(C(C(=O)NCc2ccccc2)N(Cc2cccnc2)C(=O)c2snc(C(N)=O)c2N)cc1 (centres undefined)
  -2 | -15 | 3 | 4 | -0.7 | i | 3 | -6 | 2 | -0.9
> CCCCn1c(N)c(N(CCOC)C(=O)CSCC(=O)Nc2cccc(C)c2)c(=O)[nH]c1=O
  -1 | 2 | 4 | 0 | -0.7 | i | -2 | -6 | 0 | -0.6
> COc1ccc(Nc2cc(C(=O)NCCCN3CCN(C)CC3)c3ccccc3n2)c(OC)c1
  1 | -6 | -20 | -3 | -7.5 | i | 2 | -2 | -3 | -0.7
> O=C(NCCCN1CCCCCC1)C1CC(=O)N(C2CCCC2)C1 (centres undefined)
  0 | -4 | -1 | 0 | -2.0 | i | -4 | 1 | -31 | -0.8
> CCSc1nc(-c2ccc(OC)cc2)cc(-c2ccc(OC)cc2)c1C#N
  0 | -62 | 8 | 2 | 1.4 | i | -14 | -18 | 3 | -0.4
> O=C(CSc1nnc2ccccn12)NNC(=O)c1ccc([N+](=O)[O-])cc1
  3 | -29 | 3 | -5 | 0.3 | i | -16 | 1 | -1 | -0.1
> COC(=O)c1sc(C(C)(C)C)cc1CS(=O)(=O)c1ccc(Cl)cc1
  4 | 1 | 18 | -4 | 2.2 | i | 7 | -19 | -1 | -1.0
> CCN(CC(=O)Nc1ccccc1Br)C1CCCCC1
  2 | -1 | -5 | -5 | -2.6 | i | -4 | -9 | 1 | 0.1
> CCOC(=O)CCC(=O)Nc1ccc(S(=O)(=O)N2CCC(C)CC2)cc1
  -1 | 4 | -18 | -1 | -0.2 | i | 4 | -9 | -2 | -0.8
> Cc1ccccc1C(=O)Nc1cc(S(=O)(=O)N2CCOCC2)ccc1N1CCN(C)CC1
  -2 | 0 | 13 | -3 | -1.1 | i | 7 | -9 | 1 | 0.0
> C=CCOc1c2ccc(C(=O)N(CC)c3ccc(OC)cc3)cc2nn1C
  -4 | 2 | -21 | -5 | -0.5 | x | 8 | -2 | 0 | -0.1
> COc1ccc(N2C(=O)CCC(C(=O)NCCN3CCOCC3)C2c2ccc(OC)c(OC)c2)cc1 (centres undefined)
  -2 | -1 | -28 | 3 | -2.0 | i | 5 | -9 | 1 | -1.2
> COc1ccc(N2C(=O)c3ccccc3NC2c2ccc(OC)c(CN3CCOCC3)c2)cc1 (centres undefined)
  3 | 3 | -11 | -9 | -0.6 | x | -1 | -11 | 0 | -0.1
> CCN(CC)S(=O)(=O)c1cccc(-c2nnc(SCC(N)=O)n2N)c1
  -2 | 3 | 6 | -4 | -1.7 | i | -4 | 6 | 2 | 0.3
> O=C(CCCn1c(SCC(=O)c2ccc(F)cc2)nc2ccccc2c1=O)NCc1ccco1
  0 | -6 | 0 | 8 | -1.0 | i | 3 | -17 | 10 | 0.1
> Cc1nn(CC(=O)N2CCC(N3CCCCC3)CC2)c(=O)c2c1sc1ccccc12
  -1 | -5 | -7 | -9 | -1.2 | i | 4 | 7 | 9 | -1.1
> O=C(O)CC1(Cc2nc(-c3cccs3)no2)CCCC1
  -3 | 7 | -7 | -2 | -0.5 | i | 1 | -13 | -2 | -0.2
> COC(=O)c1ccc(Cn2c(C)c(C(=O)Nc3cccc(Oc4ccccc4)c3)sc2=O)o1
  -1 | 36 | -7 | -9 | 2.1 | i | -30 | x | -7 | 0.1
> CCc1cnc(Nc2nc(C(N)Cc3ccc(F)cc3)cs2)nc1 (centres undefined)
  0 | -6 | -9 | -5 | -1.0 | i | -8 | x | 5 | -0.1
> CCN1C(=O)C(=O)N(CC(=O)Nc2cc(C)ccc2C)C1=O
  0 | -1 | 5 | 0 | -0.2 | i | 4 | -7 | 0 | -0.3
> O=Cc1sc(=O)n(Cc2cccc(C(=O)O)c2)c1Cl
  3 | -5 | -7 | -4 | -1.0 | i | -44 | 7 | 2 | 0.5
> Cc1nc(SCC(=O)c2ccc(F)c(F)c2)[nH]c(=O)c1Oc1ccc(F)cc1
  1 | 8 | 8 | -3 | 0.5 | i | -8 | -11 | -2 | -1.1
> O=C(c1cccc(COCC(F)(F)C(F)F)c1)N1CCN(c2ccccc2)CC1
  0 | 4 | -1 | 0 | -2.2 | i | 4 | -4 | -2 | 0.4
> CS(=O)(=O)N(CCc1ccccc1)CC(=O)Nc1ccc2c(c1)OCO2
  2 | -3 | 4 | 0 | 0.7 | i | 2 | 0 | -5 | 0.0
> CCOc1ccc(C2C(C#N)=C(N)N3C(=C2C#N)Sc2ccccc23)cc1 (centres undefined)
  -4 | 0 | 11 | 7 | -2.4 | i | -27 | -1 | 23 | -0.7
> CCOC(=O)c1ccc(NC(=S)NCC(O)c2ccccc2)cc1 (centres undefined)
  0 | -2 | 2 | -8 | -1.8 | i | -9 | -9 | -2 | 0.7
> Cc1cc(NS(=O)(=O)c2ccc(NC(=S)NCc3ccccc3)cc2)no1
  -2 | 5 | 22 | -4 | -0.6 | i | -7 | -11 | -1 | 0.6
> Cn1nc(C(C)(C)C)cc1C(=O)NNC(=O)c1ccccc1Cl
  0 | 0 | -3 | 0 | -1.1 | i | 0 | -7 | 4 | 0.0
> NC(=O)CCC(C(=O)O)N1C(=O)C2C3CCC(C3)C2C1=O (centres undefined)
  0 | -1 | 5 | -2 | -1.1 | i | 2 | x | 5 | 0.3
> Cc1cnc(C(=O)OCC(=O)Nc2cccc(S(=O)(=O)N3CCOCC3)c2)cn1
  -2 | 7 | 1 | 0 | -0.8 | i | 3 | -3 | -2 | -0.1
> COC(=O)Cn1c(=NC(=O)CN2C(=O)CCC2=O)sc2cc(S(N)(=O)=O)ccc21
  0 | -4 | 10 | -1 | -1.2 | i | 4 | -5 | 7 | 0.0

Rewritten as a markdown table: part of the list above
| molecule | STEP inh | SUMO1 PPI mod | SKN-1 block | NadD block | LMPTP block | Neddylation inh | CendR NRP1 mod | Scp-1 inhibitor | DNMT1 block | TbMetRS inhib |
| --- | --- | --- | --- | --- | --- | --- | --- | --- | --- | --- |
| Cc1cc(NS(=O)(=O)c2ccc(NC(=S)NCc3ccccc3)cc2)no1 | -2 | 5 | 22 | -4 | -0.6 | i | -7 | -11 | -1 | 0.6 |
| Cn1nc(C(C)(C)C)cc1C(=O)NNC(=O)c1ccccc1Cl | 0 | 0 | -3 | 0 | -1.1 | i | 0 | -7 | 4 | 0.0 |
| NC(=O)CCC(C(=O)O)N1C(=O)C2C3CCC(C3)C2C1=O (centres undefined) | 0 | -1 | 5 | -2 | -1.1 | i | 2 | x | 5 | 0.3 |

Next entries.
Sequence of screens – STEP inh | SUMO1 PPI mod | SKN-1 block | NadD block | LMPTP block | Neddylation inh | CendR NRP1 mod | Scp-1 inhibitor | DNMT1 block | TbMetRS inhib
> Cn1c(SCC(=O)NCc2ccccc2)nnc1C1CC1
  -2 | 0 | 16 | -2 | -0.6 | i | 14 | 5 | 2 | -1.3
> CC1=C(C(=O)OCc2ccccc2)C(c2ccco2)n2ncnc2N1 (centres undefined)
  0 | 5 | 15 | -2 | -0.3 | i | 2 | -8 | -1 | 0.5
> COCCn1c(-c2ccc(OC)cc2)cnc1SCC(=O)Nc1cccc2ccccc12
  2 | -4 | 3 | 5 | 2.3 | i | 26* | -1 | -13 | -0.5
> O=C(NC(=S)NCc1nc2ccccc2[nH]1)c1ccc(F)cc1
  4 | 6 | 10 | -1 | -0.9 | i | 3 | -5 | 0 | 1.3
> CCCCSc1nnc2c(n1)[nH]c1ccccc12
  3 | 1 | 9 | -2 | 2.2 | i | 0 | 8 | 20 | 0.0
> CN(CC(=O)Nc1ccc(F)c(F)c1F)C(=O)CC1OC(=O)c2ccccc21 (centres undefined)
  0 | 1 | -2 | -4 | -3.2 | i | 4 | 7 | 0 | -0.4
> CC1(C)Cc2cccc(OCC(=O)OCC(=O)Nc3ccc(C(N)=O)cc3)c2O1
  1 | 1 | -14 | -9 | -1.6 | i | -4 | -4 | 2 | -0.5

No enrichment for hits. About 4.6% of those tested had a hit in this group.
